Compound activity as filed in PubChem.
GalR3 antag – blocks the human galanin receptor 3. O60755. HEK293 GalR3-CNG cAMP membrane potential fluorescence; galR3 body fused to GalR1 C-terminus. inhibition, % at 3 µM. hit rate 0.44% among 360,000. AID 651719;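 active = inhibition above the screen-wide average plus 3 SD, cut at about 13% in these data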;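 also: forskolin and galanin both at EC90 stimulate the cells; cAMP rise reported by CNG channel membrane potential dye signal; 0% = forskolin plus galanin with DMSO and 100% = forskolin alone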
Target sequence (O60755 1-299 limits assumed): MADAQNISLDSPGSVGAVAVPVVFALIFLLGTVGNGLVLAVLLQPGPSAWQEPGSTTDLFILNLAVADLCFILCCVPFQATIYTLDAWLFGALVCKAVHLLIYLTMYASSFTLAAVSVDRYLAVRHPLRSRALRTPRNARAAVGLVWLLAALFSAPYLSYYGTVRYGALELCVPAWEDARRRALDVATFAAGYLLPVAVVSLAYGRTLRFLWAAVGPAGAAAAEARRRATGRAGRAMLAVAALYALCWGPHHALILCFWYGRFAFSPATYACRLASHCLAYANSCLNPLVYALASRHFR
Numbers without * were called inactive.

Structure	GalR3 antag
COCc1[nH]nc2c1C(c1cccc(C(F)(F)F)c1)N(c1ccc(OC)cc1)C2=O (centres undefined)	-2
CC(=O)NCCNc1nc2cc(-c3cccc(C(F)(F)F)c3)sc2c(=O)n1C	-5
CCCNC(=O)C1(C)CCCN(Cc2cccs2)C1 (centres undefined)	-5
Cc1cccc(S(=O)(=O)N(C)C[C@H]2OCc3cn(nn3)CCCC(=O)N([C@@H](C)CO)C[C@@H]2C)c1	-5
COc1ccc(/C=C2\SC(=Nc3ccccc3Cl)NC2=O)c(OC)c1	-8
COC(=O)c1ccc(CNC(=O)COC(=O)/C=C/c2cccc(OC)c2)cc1	-3
C=C1C(=O)[C@]23C[C@H]1CC[C@H]2[C@]1(C)[C@@H](OC(C)=O)CC[C@@](C)(C(=O)O)[C@H]1C[C@@H]3OC(C)=O	-2
CCOC(=O)c1ccc(S(=O)(=O)N2CCC(N3CCCCCC3)CC2)cc1	-5

In the list so far, 3 have a halogen.
Structure	GalR3 antag
COCc1[nH]nc2c1C(c1cccc(C(F)(F)F)c1)N(c1ccc(OC)cc1)C2=O (centres undefined)	-2
CC(=O)NCCNc1nc2cc(-c3cccc(C(F)(F)F)c3)sc2c(=O)n1C	-5
COc1ccc(/C=C2\SC(=Nc3ccccc3Cl)NC2=O)c(OC)c1	-8

Next part:
Structure	GalR3 antag
Cc1noc(C)c1C(=O)OC(C)C(=O)c1c[nH]c2ccccc12 (centres undefined)	-4
C[C@H](CO)N1C[C@H](C)[C@@H](CN(C)Cc2cccc(C(=O)O)c2)Oc2cc(Br)ccc2S1(=O)=O	-6
Cc1ccc(S(=O)(=O)N2CCN(C(=O)COC(=O)/C=C/c3cccc([N+](=O)[O-])c3)CC2)c(C)c1	-5
CC(=O)Nc1cc(-c2ccccc2CN(C)C)cn2c(-c3ccc(C(C)=O)cc3)cnc12	-7
C(=C\c1sc(Nc2ccccc2)n[n+]1-c1ccccc1)/c1ccccc1	-4
COc1cccc(NC(=O)C2(C)CCN2CC2CCCCC2)c1 (centres undefined)	-3
O=C(Nc1cccc([N+](=O)[O-])c1)OCc1ccc2c(c1)OCO2	-10
O=C(CSc1nnc2ccc(-c3cccnc3)nn12)Nc1cccc(F)c1	-2

Next records
Structure	GalR3 antag
O=[N+]([O-])c1cccc(C=NNc2ccccc2)c1	-8
O=C(NCc1ccc(C(F)(F)F)cc1)c1cccc2c(-c3cccnc3)coc12	-7
CN(C)c1nc(N)nc2c1ncn2C1OC(CO)CC1O (centres undefined)	-9
CC1(C)OC(=O)C2=C(CC(CCc3ccccc3)OC2c2cccc(C(F)(F)F)c2)O1 (centres undefined)	-5
CCOC1=C2[C@@H](CN(S(=O)(=O)c3ccc(C)cc3)[C@H]2c2ccccc2F)[C@H]2C(=O)NC(=O)[C@H]2C1	-8
Cc1cc2nc(-c3ccccc3)c(Cc3ccccc3)n2c(C)c1Br	-1
CN(C)c1ncnc2c1ncn2[C@H]1CN(Cc2ccncc2)C[C@@H](CO)O1	4
O=C(O)C(=Cc1ccnc2ccccc12)C(=O)O	-5

Carrying on.
Structure	GalR3 antag
CC1(C(=O)NS(=O)(=O)c2ccc(Cl)cc2)CCN1C(=O)c1ccccc1CCc1ccccc1 (centres undefined)	-4
Cc1ccc(C(O)c2ncc(-c3ccccc3C(F)(F)F)[nH]2)cc1F (centres undefined)	-6
CC1(C(=O)N2CCCCC2)CCN1C(=O)C1(c2ccccc2)CC1 (centres undefined)	-8
Cc1cc(C)c(C(O)c2ncc(-c3ccccc3F)[nH]2)c(C)c1 (centres undefined)	-1
Cc1oc(-c2ccccc2)nc1C(=O)OCC(=O)NCc1ccc(F)cc1	-5
CC1(C(=O)NS(=O)(=O)C2CC2)CCN(C(=O)c2ccccc2F)C1 (centres undefined)	-7
O=c1[nH][nH]c2c1[C@H](c1ccccc1)O[C@H](C1CCCCC1)C2	-7
O=C(O)c1ccc(NN=CC2=C(N3CCOCC3)/C(=C/c3ccccc3)CC2)cc1	-3

Other results follow.
Structure	GalR3 antag
CCOC(=O)c1ccc(N[C@@H]2CCN3C(=O)c4ccccc4[C@@H]3C[C@H]2O)cc1	-2
O=S(=O)(c1ccc(F)cc1)c1nc(-c2ccco2)oc1NCCCn1ccnc1	3
CCNC1CCC(Nc2ccnc3cc(Cl)ccc23)CC1 (centres undefined)	-4
Cc1ccc(C(=O)N(Cc2nnc(-c3ccccc3Cl)o2)C2CC2)o1	-8
O=[N+]([O-])c1ccc(COc2ccccc2CN2CCCCC2)cc1	4
O=C(CNc1cc(S(=O)(=O)N2CCOCC2)ccc1N1CCCC1)Nc1ccc(Cl)cc1F	3
COc1cc(C=C2NC(=O)NC2=O)ccc1O	-4
Cc1cc2oc(=O)cc(-c3ccccc3)c2c(C)c1-c1ccc(CO)cc1	-5

Remaining list, next part:
Structure	GalR3 antag
CCOc1ccccc1OCC(=O)Nc1ccc(N2CCOCC2)cc1N1CCOCC1	-6
CNC(=O)C[C@H]1C(=O)N(c2ccccc2)C[C@@H]1CSC	-5
CC[C@H](C)[C@H]1CNC(=S)N1CC1CCN(CC2CCC(C)CC2)CC1 (some centres undefined)	-6
COc1ccc(C2/C=C\CN(C(=O)OCC3c4ccccc4-c4ccccc43)CC(=O)N2Cc2cccc(F)c2)cc1 (centres undefined)	-7
CC(=O)Nc1cc(-c2cccc(C(=O)NCCO)c2)cn2c(-c3cccc(C(F)(F)F)c3)cnc12	-6
COc1ccc(NC(=O)C[C@H]2C(=O)N(C3CCCCC3)C[C@@H]2CSC)cc1	-6
CC(C)(C)c1ccc(C(O)c2ncc(-c3ccccc3)[nH]2)cc1 (centres undefined)	-6
CC(NC(=O)CNC(=O)c1ccccc1Br)c1cccs1 (centres undefined)	-1

Part of the list above in a different format:
> CC(C)(C)c1ccc(C(O)c2ncc(-c3ccccc3)[nH]2)cc1 (centres undefined)
- GalR3 antag: -6

> CNC(=O)C[C@H]1C(=O)N(c2ccccc2)C[C@@H]1CSC
- GalR3 antag: -5

> CCOc1ccccc1OCC(=O)Nc1ccc(N2CCOCC2)cc1N1CCOCC1
- GalR3 antag: -6

> COc1ccc(NC(=O)C[C@H]2C(=O)N(C3CCCCC3)C[C@@H]2CSC)cc1
- GalR3 antag: -6

(further entries)
Structure	GalR3 antag
CCCCn1nnnc1C(c1ccccc1)N1CCN(c2cccc(C(F)(F)F)n2)CC1 (centres undefined)	-7
O=C1C=C(OCCF)CC(c2ccc(Br)cc2)O1 (centres undefined)	0
O=S(=O)(N[C@H](CO)Cc1ccccc1)c1ccc(Br)cc1F	-5
C[C@@H]1CN([C@@H](C)CO)C(=O)CCCn2nncc2CO[C@H]1CN(C)S(C)(=O)=O	0
COCCCNC(=O)C[C@H]1C[C@@]2(C(=O)OC)C(=C[C@H](C(C)C)O[C@@H]2C2CC2)N(Cc2ccccc2)C1=O	-6
O=C(O)[C@H]1CC=C[C@H]2CCN(Cc3ccc(Cl)c(Cl)c3)C(=O)[C@@H]12	0
c1ccc2cc(N3CCCCC3)ccc2c1	-3
CCOC(=O)C1=C(c2ccccc2)c2ccccc2OC1C(=O)OCC (centres undefined)	-5

Ordered by formula weight (lowest first): 4 of the compounds above.
Structure	GalR3 antag
Cc1cc(C)c(C(O)c2ncc(-c3ccccc3F)[nH]2)c(C)c1 (centres undefined)	-1
CC1(C(=O)N2CCCCC2)CCN1C(=O)C1(c2ccccc2)CC1 (centres undefined)	-8
O=S(=O)(N[C@H](CO)Cc1ccccc1)c1ccc(Br)cc1F	-5
C=C1C(=O)[C@]23C[C@H]1CC[C@H]2[C@]1(C)[C@@H](OC(C)=O)CC[C@@](C)(C(=O)O)[C@H]1C[C@@H]3OC(C)=O	-2

Next part.
Structure	GalR3 antag
CC(=O)c1ccc(OCCCC(=O)OCC(=O)N2CCN(S(=O)(=O)c3ccc(C)cc3C)CC2)cc1	-6
CC(=O)N1CCCc2cc(S(=O)(=O)N(C)CC(=O)Nc3ccccc3)ccc21	-3
Fc1cccc(Cc2c(-c3cccc(Cl)c3)nc3ccc(Cl)cn23)c1	-8
N#CC1(Nc2ccc(S(N)(=O)=O)cc2)CCCC1	-4
CCN(C(=O)CSc1nc2ccc([N+](=O)[O-])cc2s1)c1c(N)n(Cc2ccccc2)c(=O)[nH]c1=O	-5
O=S1(=O)CC(N2CCN(CCO)CC2)CN1Cc1ccccc1 (centres undefined)	-5
CN(CC(=O)NCc1ccco1)CC(=O)Nc1cc(S(C)(=O)=O)ccc1Cl	-4
C[C@H]1COc2cc(N(C)CCO)ccc2S(=O)(=O)N1	-4

More structures follow:
Structure	GalR3 antag
O=c1[nH]c(=O)c2[nH]c(=S)[nH]c2[nH]1	-3
COC(=O)C1=C(C)N(Cc2ccccc2C(F)(F)F)C(=NCC2CC2)NC1c1cccc(F)c1 (centres undefined)	-7
NC(c1csc(NC(=O)Nc2ccccc2Cl)n1)C1CCCCC1 (centres undefined)	-6
Cc1csc(N=Cc2ccc([N+](=O)[O-])o2)n1	-4
CC(NCC(=O)Nc1ccccc1C(=O)NC1CC1)c1ccco1 (centres undefined)	0
O=C(NC(Cc1ccc(O)cc1)C(=O)N=Nc1c(O)[nH]c2ccccc12)c1ccccc1 (centres undefined)	-1
CCCN1CCN(CC(=O)NCC(=O)Nc2cccc(C)c2C)CC1	-4
COC(=O)c1sccc1S(=O)(=O)Nc1ccc(C(O)(C(F)(F)F)C(F)(F)F)cc1	-6

Next records
Structure	GalR3 antag
CC(OC(=O)c1nc(Cl)ccc1Cl)C(=O)NCc1ccccc1 (centres undefined)	-8
CCN(CC)CCn1c(=S)[nH]c2cc(C(=O)NCCc3ccc(OC)c(OC)c3)ccc2c1=O	4
COc1ccc(CCNC(=O)c2cccc(S(=O)(=O)N3CCCC3)c2)cc1	-6
COc1ccc(-c2nc3ccc(Br)cn3c2Cc2cccc(F)c2)cc1OC	-5
CCCCOCCCNC(=O)C[C@@H]1C[C@@]2(C(=O)OCC)CCCC=C2N(CCC2=CCCCC2)C1=O	-7
Cc1ccc(NC(=O)C2(C)CCN2C(=O)Cc2cc(F)ccc2F)cc1 (centres undefined)	-6
Cc1ccc2nc3n(c(=O)c2c1)-c1cc2ccccc2cc1C(=O)NC3CC(C)C (centres undefined)	-7
C[C@H]1CN([C@@H](C)CO)S(=O)(=O)c2ccc(C#Cc3ccccn3)cc2O[C@@H]1CN(C)C(=O)C1CC1	-6

(more compounds)
Structure	GalR3 antag
O=C1CC2(CCCCC2)CC(=O)N1CCc1ccccc1	1
O=S(=O)(c1ccc(F)cc1)N1CCCc2nc(-c3ccccc3)ccc21	-5
CN1CCC(N2CCN(C3CN(Cc4ccccc4)S(=O)(=O)C3)CC2)CC1 (centres undefined)	-5
Cc1ccc(S(=O)(=O)N2CCCCC2)cc1NC(=O)Cn1cnc2c1c(=O)n(C)c(=O)n2C	-5
COc1cc(NC(=O)Nc2nc(C(N)Cc3ccc(C(F)(F)F)cc3)cs2)cc(OC)c1OC (centres undefined)	-2
CN(CC(=O)Nc1ccc(F)cc1)C(=O)c1ccc2ccccc2n1	2
OCCN1CCN(c2ncnc3c2ncn3[C@H]2CN(Cc3cccs3)C[C@@H](CO)O2)CC1	-5
COc1ccc(C(=O)N2CCCCC2c2cc(C(=O)NCc3cccnc3)no2)cc1 (centres undefined)	-8

Additional results:
Structure	GalR3 antag
CC(C)NC(=O)N1Cc2cc(C(=O)NCC(F)(F)F)nc(-c3cccc(-c4cc5ccccc5o4)c3)c2[C@@H]1CCO	-5
O=C(NCC1CCCCC1)NCC1CCCCC1	3
COc1ccc(NC(=O)C2Cc3c(-c4ccc(NC(C)=O)cc4)ccnc3O2)cc1 (centres undefined)	-5
CCCCN(C=O)c1c(CC)nc2ccc(C(=O)Nc3cc(-c4ccccc4)ccc3OC)cn12	-8
CC1(c2nc3ccccc3[nH]2)c2ccccc2C(=O)N1C1CC1 (centres undefined)	-6
CN(C)CCNC(=O)c1cccc(-c2cnc3c(NC=O)cc(-c4cccs4)cn23)c1	-6
O=C(Nc1ccc(F)c(Cl)c1)c1cc(C2CCCCN2C(=O)C2CC2)on1 (centres undefined)	0
O=C(CNc1cc(S(=O)(=O)N2CCOCC2)ccc1N1CCCC1)Nc1ccc(Cl)cc1	-6

(next part)
Structure	GalR3 antag
Cn1nc(C(=O)NCc2ccc(F)cc2)cc1C(=O)NCc1ccc(F)cc1	-4
Cc1ccccc1NS(=O)(=O)c1ccc(C(=O)NCC2(N3CCOCC3)CCCCC2)cc1	0
Cc1ccccc1OCCC(=O)N1CCN(S(=O)(=O)c2ccc(Br)cc2)CC1	-5
O=C(COC(=O)/C=C/c1ccc2c(c1)OCO2)NCc1ccc(F)cc1	-9
Cc1cccc(C)c1-n1nnnc1C(c1ccnc2ccccc12)N1CCCC1 (centres undefined)	-7
COc1ccc2c(c1)C(=O)C1NC(=O)NC(=O)C1(Br)N2 (centres undefined)	-5
CCOC(=O)C1(C)CCCN1C(=O)c1cccc2ccccc12 (centres undefined)	-2
Cc1ccc(S(=O)(=O)N2CCCCC2)cc1NC(=O)c1cncc(Br)c1	1

Remaining list, next part
Structure	GalR3 antag
Cc1cc(C(=O)N2CCC2(C)C(=O)NS(=O)(=O)c2ccccc2Cl)nn1C (centres undefined)	-5
O=C(NCc1ccccc1)c1cc(C2CCCN(C(=O)c3ccc4c(c3)CCO4)C2)on1 (centres undefined)	-4
C[C@H](c1ccccc1)N1C[C@@H](COCc2ccccc2)Oc2cc(N3CC[C@H](N(C)C)C3)ccc2S1(=O)=O	-8
CC1(C(=O)Nc2ccc3c(c2)OCCO3)CSCC(=O)N1Cc1ccco1 (centres undefined)	-3
CNc1cc(-c2ccc(C(=O)OC)cc2)ncn1	-4
Fc1ccc(-c2nc3c4ccccc4ccn3c2Cc2cccc(Cl)c2)cc1	-4
CC(=O)Nc1ccc(Cl)cc1-c1ccccc1	-6
Cc1ccc(OCCCC(=O)Nc2cc(S(=O)(=O)N3CCOCC3)ccc2N2CCOCC2)cc1	2
CCCN1C(C)C(C(=O)OCC)=CN(Cc2ccc(Br)cc2)S1(=O)=O (centres undefined)	-8
Cc1ccc(CSCC(=O)Nc2cc(S(=O)(=O)N3CCOCC3)ccc2OCC(F)(F)F)cc1	-8

These rows are one share of the data, so the mix of outcomes need not match the whole.
